AHR activator: AHR activators, primary screen, cell-based, luminescence, luciferase reporter, human; Aryl hydrocarbon receptor (Homo sapiens), P35869; AHR-responsive luciferase reporter cells; activation, % at 5 µM; actives 2.5% (n = 320,000); in the data active means activation above about 47%;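 further: 0% = vehicle wells and 100% = reference agonist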
EBNA-1 inh: EBNA-1 DNA-binding inhibitors, primary screen, biochemical, fluorescence polarization. inhibition, % at 14.8 µM. actives 0.34% (n = 300,000); in the data active means inhibition above about 28%
RPL19A TOR yeast: RPL19A-GFP expression modulators in yeast, primary screen, cell-based, S. cerevisiae, multiplex flow cytometry, MLPCN; S. cerevisiae RPL19A-GFP strain, 3 h; stronger effect = lower value; percent response vs DMSO, % at 10 µM; actives 0.3% (n = 330,000); AID 2025, 2009;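 active means percent response vs DMSO below 50%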;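 further: median channel GFP fluorescence of the barcoded RPL19A-GFP strain; ratio of sample median GFP to plate DMSO average so 100% = DMSO; lower means less RPL19A-GFP as with rapamycin TOR inhibition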
proCasp7 act: procaspase-7 activators, primary screen, counter-screen for procaspase-3 activator project, biochemical, absorbance, HTS, human; AID 463210, 2010; Caspase-7 (Homo sapiens), P55210; activation, % at 8.5 µM; recombinant procaspase-7, Ac-DEVD-pNA absorbance 405 nm; D23A/D198A/D206A triple mutant, cannot self-cleave; scale: DMSO 0, 5 µM enzyme 100; actives 0.093% (n = 330,000);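 active means percent activation above the screen-wide mean plus 3 SD, cut at about 25% in these data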
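Detection: p-Nitroaniline absorbance at 405 nm, read at 0 and 120 min; system: Uncleavable procaspase-7 mutant enzyme; evaluation: % activation from two-timepoint absorbance difference, scaled to controls; times: 1 h enzyme–compound preincubation and 2 h substrate reaction, both 25 °C; buffer or medium: Zinc-free HEPES pH 7.4 with 300 mM NaCl, 0.01% Triton X-100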
ZTA DNA inh: ZTA (EBV) inhibition in EBNA-1 counter-screen; AID 2234; P03206; ZTA-DNA binding, fluorescence polarization; inhibition, % at 11 µM; actives 0.15% (n = 320,000); in the data active means inhibition above about 33%
LAP4 TOR yeast: modulators of LAP4-GFP expression in yeast, primary screen, S. cerevisiae, multiplex flow cytometry, MLPCN library. 3 h; median GFP as percent of DMSO wells. GFP response vs DMSO, % at 10 µM. actives 0.34% (n = 320,000). AID 2023, 2009;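 active means GFP response vs DMSO above a set limit, about the screen mean plus 3 SD, cut at about 150% in these data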
procasp3 activ: activators of human procaspase-3 D3A mutant, primary screen, biochemical, absorbance, PC-3 D3A mutant, single concentration; recombinant procaspase-3 D3A, Ac-DEVD-pNA absorbance 405 nm; activation, % at 8.5 µM; actives 0.11% (n = 330,000); AID 463141, 2010;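 active means activation above the mean of all tested compounds plus 3 SD, cut at about 21% in these data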;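 further: 0% = DMSO alone and 100% = DMSO wells spiked with extra 5 µM PC-3 D3A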
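Test system: Procaspase-3 D3A mutant; medium: Zinc-free HEPES/NaCl buffer with 0.01% Triton X-100 at pH 7.4; reagent: DEVD-pNA substrate; doses: one concentration, 8.5 µM nominal, 0.8% DMSO; times: 1 h preincubation plus 2 h reaction at 25 °C; signal: Epi-absorbance at 405 nm of released p-nitroaniline, 0 and 120 min; replicates: singlicate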
MEP2-GFP yeast: modulators of MEP2-GFP levels in yeast, primary screen, S. cerevisiae, multiplex flow cytometry, MLPCN library | S. cerevisiae MEP2-GFP strain, 3 h; 100% = DMSO control level | GFP response vs DMSO, % at 10 µM | actives 0.51% (n = 330,000) | AID 2016, 2009;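 active means GFP response versus DMSO above a set limit, roughly screen mean plus 3 SD, cut at about 180% in these data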;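 further: median GFP fluorescence of the barcode-gated MEP2-GFP cells per well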
Numbers without * were called inactive; . = not tested or not shown; [ ] = remark or other dose.

SMILES	AHR activator	EBNA-1 inh	RPL19A TOR yeast	proCasp7 act	ZTA DNA inh	LAP4 TOR yeast	procasp3 activ	MEP2-GFP yeast
C=CC[C@@H](CC(=O)N[C@@H](CO)Cc1ccccc1)C(=O)N[C@@H](COC(=O)[C@H](CC=C)CC(=O)OC(C)(C)C)Cc1c[nH]c2ccccc12	0	.	98	14	.	89	0	99
O=C(CC1C(=O)NCCN1Cc1ccc(-c2ccccc2)cc1)NCc1ccncc1 (stereo not given)	1	6	118	-6	-4	116	-2	108
CCCCn1c(=O)c(CC(C)=O)nc2ccccc21	10	6	107	3	-19	91	-5	106
CCCn1c(=O)c2[nH]cnc2n(-c2ccccc2C)c1=O	2	0	94	0	0	108	-15	95
CN(C)S(=O)(=O)c1ccc(/C(O)=C2/C(=O)C(=O)N(CCCN3CCOCC3)C2c2ccncc2)cc1 (stereo not given)	0	3	95	-2	-6	106	7	102
COc1cc([N+](=O)[O-])ccc1NC(=O)COC(=O)CCS(=O)(=O)c1ccc(C)cc1	-1	-7	92	2	-13	96	8	97
Cc1ccc(N(C)S(=O)(=O)c2cccc(C(=O)Nc3nnc(C4CC4)s3)c2)cc1	3	12	98	12	6	100	0	101
Cc1c(N(C)S(=O)(=O)c2ccc(Cl)c(C(=O)N3CCC(C(N)=O)CC3)c2)c(=O)n(-c2ccccc2)n1C	-3	-10	99	8	-1	108	6	98
O=C(/C=C/c1cn(CC(O)CN2CCCCCC2)c2ccccc12)c1cccs1 (stereo not given)	12	7	108	-26	21	81	-7	89
CN(CC(=O)Nc1c(Cl)cccc1Cl)C(=O)CCC1CCCC1	-3	-6	95	-2	11	89	-1	98
O=C(NC1CC1)c1ccc(-n2cccc2)cc1	-3	1	100	5	5	103	2	104
O=C(N/N=C/c1sc(N2CCOCC2)nc1-c1ccccc1)c1cccc(S(=O)(=O)N2CCOCC2)c1	-2	-16	95	-9	-14	99	2	100
Cc1ncc(CO)c(/C=N/NC(=S)Nc2ccc(F)cc2)c1O	18	7	99	-7	15	102	-6	100
CN(C)S(=O)(=O)c1cccc(NC(=O)Cn2cc(C(F)(F)F)cc(Cl)c2=O)c1	5	-13	101	4	-6	95	-9	105
Cc1ccc(C(=O)NC(C)c2ccncc2)o1 (stereo not given)	-5	2	103	-3	10	100	8	102
CCN(C[C@H]1N[C@@](CC)(C(=O)OC)[C@H]2C(=O)N(Cc3ccccc3)C(=O)[C@@H]12)C(=O)Nc1ccc(Cl)cc1	1	.	104	7	.	114	5	105
Cc1ccccc1-n1c(SCC(N)=O)nc2sc(-c3ccccc3)cc2c1=O	-1	8	104	0	9	107	-2	111
CC1CCN(C(=O)CC#N)CC1	1	-4	97	-4	-8	108	-3	93
OCC[C@@H]1C[C@H](O)[C@@H](O)[C@@]2(Cc3ccccc3CCO2)O1	2	2	102	-4	5	99	2	112
CC1=C(Sc2nc3ccccc3[nH]2)C(=O)NC(C)(C)C1	5	3	100	2	-8	105	2	101
CCOC(=O)C1CCCN(C(=O)c2cc3c(=O)n(C)c4ccccc4c3n2C)C1 (stereo not given)	16	9	95	9	13	103	4	109
CCOc1ccccc1NC(=O)CSc1nnc(-c2cnccn2)n1C	7	-2	100	-2	-6	116	5	106
O=S1(=O)C=C(Sc2nnc(-c3ccccc3)o2)c2ccccc21	-6	10	74[may fluoresce violet]	-36	0	258*[may fluoresce violet]	-6	166[may fluoresce violet]
CCCCn1c(N)c(N(Cc2ccccc2OC)C(=O)c2ccc(N3CCCC3=O)cc2)c(=O)[nH]c1=O	-2	-8	89	2	-4	97	6	88
CCc1nc2ccccc2[nH]c1=O	2	5	103	7	-2	107	7	116
Cc1ccc(N(CC(=O)NCC2CCCO2)S(=O)(=O)c2ccc(Cl)cc2)cc1C (stereo not given)	1	7	102	-3	-2	100	3	97
Clc1ccccc1Cc1noc(CN2CCN3CCCC3C2)n1 (stereo not given)	3	-8	97	13	2	108	-1	95
CC(=Nc1ccc(C)c(C)c1)C1=C(O)CCC1=O	11	-7	106	4	1	100	-9	99
O=C(COC(=O)CNS(=O)(=O)c1cccc(Br)c1)Nc1ccccc1Sc1ccccc1	1	11	103	2	6	105	-7	97
CCN(C(=O)C1CCN(c2nc(-c3ccc(OC)cc3)no2)CC1)c1ccc(OC)cc1	0	-7	101	-6	-6	123	3	95
COc1ccc(N(C(=O)c2cccc(OC)c2OC)C2C=CS(=O)(=O)C2)c(OC)c1 (stereo not given)	1	3	96	0	-2	96	-12	99
COc1ccc(C(=O)CC(=O)C(=O)Nc2ccc(C)c(C)c2)cc1	2	-7	107	-9	-7	108	0	100
O=C(CCN1C(=O)C2C3CCC(C3)C2C1=O)Nc1ccccc1Cl (stereo not given)	4	-4	102	3	4	83	3	96
Cc1ccc(-c2nnc(SCC(=O)N/N=C/c3ccccc3C(=O)O)n2-c2ccccc2)cc1	4	7	95	-5	7	99	0	98
CCCCn1c(SCC(=O)Nc2oc(C)c3c(C)n[nH]c(=O)c23)nc2cc(S(N)(=O)=O)ccc21	6	10	100	-15	6	103	-9	100
C=CCSC1=C(C#N)C(c2ccccc2OC)CC(=O)N1 (stereo not given)	7	-3	95	5	10	94	-4	93
O=S(=O)(NCCc1ccc(F)cc1)c1cccc2cccnc12	1	-3	102	13	-6	109	4	107
COc1ccc(Nc2nc(N3CCCC3)nc3ccccc23)c(OC)c1	24	-4	104	10	6	103	-8	103
COc1cc(C2C(C(=O)c3cccs3)=C(O)C(=O)N2c2cc(C)on2)ccc1O (stereo not given)	3	7	100	-2	11	105	-9	101
Cc1ccc(S(=O)(=O)N2CCOCC2)cc1C(=O)NC1CCSc2ccccc21 (stereo not given)	6	-4	106	-2	-3	77	1	100
COc1ccc(Cl)cc1NC(=O)C1CCN(C(=O)Nc2ccccc2)CC1	4	.	87	-3	-12	96	0	111
CC(C)(C)C(=O)COC(=O)c1ccc(N)c([N+](=O)[O-])c1	1	0	106	11	-3	91	4	105
O=C(N/N=C/c1ccc(-c2ccccc2)o1)c1ccccc1O	46	-13	105	-1	-1	98	4	104
COc1ccc(OC)c(N(CC(=O)N2CCN(c3cc(Cl)ccc3C)CC2)S(C)(=O)=O)c1	1	-4	94	4	-15	96	5	104
CC(C)(C)N(NC(=O)OCc1ccccc1)C(=O)c1ccccc1	-1	5	104	2	1	100	1	108
COc1ccc2[nH]cc(C(O)CN3CCN(c4ccccc4F)CC3)c2c1 (stereo not given)	2	-9	100	-1	12	109	-6	103
COc1ccc(NC(=O)C2CCCN2S(=O)(=O)c2ccc3c(c2)CCC(=O)N3)c(OC)c1 (stereo not given)	-2	0	101	3	-10	99	2	103
Cc1ccc(NC(=O)CN(C)C(=O)COc2ccc(C(=O)c3ccc(F)cc3)cc2)cc1	-1	-4	101	10	-2	99	8	101
Cc1ccccc1NS(=O)(=O)c1ccc(C(=O)N2CCN(c3ccccn3)CC2)cc1	10	-16	97	-2	-17	92	4	94
O=[N+]([O-])c1ccc2c(c1)nnn2-c1ccccc1	-1	11	108	7	15	88	-7	107

(cont.)
SMILES	AHR activator	EBNA-1 inh	RPL19A TOR yeast	proCasp7 act	ZTA DNA inh	LAP4 TOR yeast	procasp3 activ	MEP2-GFP yeast
CN(C(=O)COC(=O)Cc1ccc(Cl)cc1)C1CCCCC1	-1	.	98	11	.	96	3	103
Cc1cc(C)cc(OCC(=O)OCC(=O)Nc2ccc(Cl)cn2)c1	16	-3	97	-1	2	112	15	101
CCOC(=O)c1[nH]c2ccc(C)cc2c1N	34	-7	98	4	-6	106	0	98
CC(C)(C)NC(=O)CSc1nc2ccc(Nc3nc(N4CCOCC4)nc(N4CCOCC4)n3)cc2s1	14	-9	102	3	-29	93	-13	98
C/C(=N\NC(=O)C1COc2ccccc2O1)c1ccc(N2CCOCC2)cc1 (stereo not given)	4	-6	100	6	-7	97	3	103
Cc1nn(-c2ccccc2)c(Cl)c1/C=N/NC(=O)c1ccc(NS(=O)(=O)c2cccs2)cc1	8	-1	94	-7	-4	97	-3	92
O=c1cnc2ccccc2n1Cc1ccccc1C(F)(F)F	-1	-2	99	5	-6	88	3	100
CCOC(=O)c1c2ccccc2[n+]([O-])n1[C@@H](C)C(N)=O	6	-5	30*[may fluoresce violet]	4	1	105[may fluoresce violet]	3	281*[may fluoresce violet]
COc1ccc(-c2nncnn2)cc1	10	5	100	0	3	97	-6	108
COc1ccc(C(=O)NC2CC(C)(C)NC(C)(C)C2)cc1OC	0	-2	105	-1	7	91	12	116
CC1CCN(S(=O)(=O)c2ccc3c(c2)c(=O)c(C(=O)N2CCCCC2)cn3C)CC1	-2	2	102	10	11	101	2	104
CCOc1ccc(OCCC(=O)Nc2ccc3c(c2)OCO3)cc1	4	.	100	-3	-3	105	-4	97
COc1ccc(C(=O)C2CCCN(C(=O)Cn3ccc(C)n3)C2)cc1OC (stereo not given)	2	-4	111	-5	-8	102	8	104

Two compounds drawn at random from the list so far:
SMILES	AHR activator	EBNA-1 inh	RPL19A TOR yeast	proCasp7 act	ZTA DNA inh	LAP4 TOR yeast	procasp3 activ	MEP2-GFP yeast
CCOC(=O)c1[nH]c2ccc(C)cc2c1N	34	-7	98	4	-6	106	0	98
COc1ccc(-c2nncnn2)cc1	10	5	100	0	3	97	-6	108
